Source: PubChem BioAssay
TROY NFkB inh – TROY signaling inhibition. Q293 LMP1-TROYcd NF-kB luciferase reporter, 4 h. inhibition, % at 10 µM. actives 0.98% (n = 360,000). AID 1347056;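 active means compounds whose plate-normalised and pattern-corrected inhibition of the luciferase reporter signal at the single screening dose is 50% or more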
SRC1 inh – human NCOA1 inhibition | HEK293 GAL4-SRC1 luciferase reporter, luminescence | inhibition, % at 3.6 µM | actives 0.12% (n = 360,000) | AID 588354;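 active means inhibition above the campaign mean plus 3 SD, with each screening campaign given its own cutoff, cut at about 60% in these data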;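 further: 0% = DMSO treated cells and 100% = gossypol at 36 µM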
NCOA2 inhibitor – inhibits human steroid receptor coactivator 2 | Q15596 | HEK293 GAL4-SRC2 luciferase reporter, luminescence | inhibition, % at 9 µM | actives 0.17% (n = 370,000) | AID 651957;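 active means inhibition above the mean inhibition of all tested compounds plus 3 SD, set per campaign, cut at about 52% in these data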;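 further: 0% = DMSO treated cells and 100% = cells given Gossypol at 36 µM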
ABHD5-PLIN5 inh – inhibitors of human ABHD5-perilipin-5 interaction; inhibition, % at 4 µM; actives 0.78% (n = 360,000); Split G. princeps luciferase complementation, luminescence, 4 h; AID 602281;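 active means inhibition above the mean inhibition across every tested compound plus 3 SD, cut at about 22% in these data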;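 further: 0% = DMSO only wells and the 100% control is not disclosed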
NOD2 RIPK2 PPI – NOD2-RIPK2 protein interaction inhibition | CHO BLA complementation NOD2-RIPK2, CCF4 ratio | inhibition, % at 4.98 µM | actives 0.38% (n = 360,000) | O43353; in the data active means inhibition above about 21%;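 further: 0% = vehicle only and 100% = reference blocker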
Target sequence (O43353 whole entry, looked up): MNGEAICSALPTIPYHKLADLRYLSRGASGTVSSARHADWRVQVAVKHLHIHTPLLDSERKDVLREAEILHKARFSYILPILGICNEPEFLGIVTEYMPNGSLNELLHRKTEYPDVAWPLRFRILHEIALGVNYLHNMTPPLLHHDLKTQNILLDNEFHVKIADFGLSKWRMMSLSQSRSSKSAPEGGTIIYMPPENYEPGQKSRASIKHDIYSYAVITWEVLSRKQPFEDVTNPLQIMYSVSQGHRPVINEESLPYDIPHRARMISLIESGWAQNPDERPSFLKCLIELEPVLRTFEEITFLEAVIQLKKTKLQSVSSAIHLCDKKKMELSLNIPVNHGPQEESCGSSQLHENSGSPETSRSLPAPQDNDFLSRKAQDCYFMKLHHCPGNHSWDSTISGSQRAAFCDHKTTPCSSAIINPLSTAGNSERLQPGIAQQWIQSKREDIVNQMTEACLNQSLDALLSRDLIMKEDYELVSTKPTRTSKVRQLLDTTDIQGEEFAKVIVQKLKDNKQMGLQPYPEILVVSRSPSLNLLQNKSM
TLR9-MyD88 inh – inhibitors of human TLR9-MyD88 binding; CHO BLA complementation TLR9-MyD88, CCF4 FRET ratio; inhibition, % at 4.98 µM; actives 0.21% (n = 340,000);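 active means inhibition above the mean over all tested compounds plus 3 SD, cut at about 21% in these data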;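 further: 0% = DMSO only wells and 100% = clavulanate BLA inhibitor control wells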
TWEAK-Fn14 inh – inhibitors of TWEAK-Fn14 interaction signaling. actives 2% (n = 360,000). AID 1159606. inhibition, % at 10 µM. TWEAK-stimulated Fn14 reporter cells, luciferase luminescence, 8 h; in the data active means inhibition above about 50%
Exocytosis inh – lytic granule exocytosis inhibition | TALL-104 LAMP-1 surface exposure, flow cytometry; cells stimulated with thapsigargin and PMA | inhibition, % at 10 µM | actives 0.66% (n = 360,000);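 active means inhibition above about 55%, limit read from the data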
NR2F2 inh – inhibitors of human COUP-TFII (NR2F2). P24468. HEK293T NGFI-A luciferase reporter, luminescence. inhibition, % at 8.6 µM. actives 0.7% (n = 370,000). AID 686940;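 active means inhibition above a per-plate cutoff, mean inhibition of test wells between control levels plus 3 SD, cut at about 38% in these data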;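 further: cells cotransfected with COUP-TFII expression vector driving the NGFI-A reporter; 0% = median of COUP-TF2 test wells and 100% = reporter-only cells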
NCOA3 inh – inhibitors of human steroid receptor coactivator 3 (SRC3) | Q9Y6Q9 | HEK293 GAL4-SRC3 luciferase reporter, luminescence | actives 0.17% (n = 360,000) | inhibition, % at 3.6 µM;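 active means inhibition above a per-campaign cutoff, the mean of all compounds plus 3 SD, cut at about 60% in these data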;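 further: 0% = DMSO-treated cells and 100% = gossypol-treated cells at 36 µM; higher means less SRC3-driven luciferase light from the GAL4 reporter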
LRH-1 inv ag – suppresses constitutive activity of human LRH-1. AID 602396. inhibition, % at 3.6 µM. O00482. actives 0.13% (n = 360,000). HEK293T StAR-luciferase reporter, LRH-1 transfected, 24 h;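 active means inhibition above the mean inhibition of all tested compounds plus 3 SD, cut at about 73% in these data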;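 further: 0% = DMSO wells and 100% = reporter-only cells lacking LRH-1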
Target sequence (O00482 whole entry, looked up): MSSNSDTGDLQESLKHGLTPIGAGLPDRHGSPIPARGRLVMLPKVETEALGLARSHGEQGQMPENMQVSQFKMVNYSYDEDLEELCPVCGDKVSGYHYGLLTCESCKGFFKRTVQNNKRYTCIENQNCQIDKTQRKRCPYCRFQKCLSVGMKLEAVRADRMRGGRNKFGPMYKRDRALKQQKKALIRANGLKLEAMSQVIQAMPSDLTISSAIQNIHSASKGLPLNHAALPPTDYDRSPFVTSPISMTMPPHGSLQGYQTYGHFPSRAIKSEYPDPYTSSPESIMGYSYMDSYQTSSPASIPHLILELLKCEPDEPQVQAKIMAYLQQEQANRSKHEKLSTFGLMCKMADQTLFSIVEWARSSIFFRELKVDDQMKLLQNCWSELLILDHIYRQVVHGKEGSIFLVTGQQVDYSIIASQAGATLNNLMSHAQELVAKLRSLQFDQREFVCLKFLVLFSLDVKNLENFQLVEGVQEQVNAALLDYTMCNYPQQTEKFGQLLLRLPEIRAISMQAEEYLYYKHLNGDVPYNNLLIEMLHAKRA
The depositor's hits bear a star; nt = no result given.

Second line of a record: TROY NFkB inh	SRC1 inh	NCOA2 inhibitor	ABHD5-PLIN5 inh	NOD2 RIPK2 PPI	TLR9-MyD88 inh	TWEAK-Fn14 inh	Exocytosis inh	NR2F2 inh	NCOA3 inh	LRH-1 inv ag
(1) CC(C)(C)c1ccc(S(=O)(=O)N2CCN(c3ccccn3)CC2)cc1
 : 24	-36	12	1	-6	-22	8	12	-4	5	-7
(2) Clc1cccc(CSc2ncn(-c3ccccc3)n2)c1
 : -80	-28	-5	-4	-11	3	-24	0	-26	-20	-41
(3) COc1nc(Nc2cccc(F)c2)nc(OC)n1
 : -10	9	-15	0	2	-1	42	-8	13	-39	-2
(4) Nc1nc2c(c(=O)[nH]1)C(c1cccc3ccccc13)C1=C(N2)c2ccccc2C1=O (stereo not given)
 : 8	10	-14	-17	-13	-8	13	-2	-1	17	5
(5) CC(C)NC(=O)c1c(CSc2ccccc2)noc1C(=O)NCc1ccccc1
 : -16	-2	19	-6	5	-3	9	-25	16	-9	-4
(6) Cc1cc(C(=O)N2CC(C)CC(C)C2)c(C)o1 (stereo not given)
 : 1	-3	1	11	5	-4	1	2	16	25	24
(7) COc1cc2c(cc1N/C=C(\C#N)c1nc(-c3ccc(F)cc3)cs1)oc1ccccc12
 : 2	-16	-18	8	4	5	-2	-2	-2	-10	7
(8) Cc1ccc(C)c(OCC(O)CN2CCN(CCN3C(=O)c4cccc5cccc(c45)C3=O)CC2)c1 (stereo not given)
 : -6	11	-57	18	-1	2	-26	-2	11	23	-2
(9) COc1ccccc1-c1cc(C(=O)Nc2c(F)cc(F)cc2Br)no1
 : -23	9	-5	3	-5	-6	-21	5	-6	3	-10
(10) COc1ccccc1C(=O)NCCC(=O)Nc1ncccc1O
 : 14	4	-16	-4	4	0	4	-4	19	-21	3
(11) CN(CC(=O)Nc1cccc(S(=O)(=O)N2CCOCC2)c1)CC(=O)Nc1ccc(Cl)c(C(F)(F)F)c1
 : 40	1	6	-11	-3	-8	47	0	32	11	6
(12) O=C(CNC(=O)c1cccc(F)c1)N/N=C/C=C/c1ccccc1
 : -24	-7	19	2	-9	6	-6	-3	-2	3	7
(13) O=C(Nc1ncc([N+](=O)[O-])s1)C1COc2ccccc2O1 (stereo not given)
 : 40	-52	-65	-10	-2	-8	29	4	-19	-70	-86
(14) O=C(O)c1cccc(CN2C(=O)S/C(=C/c3ccccc3[N+](=O)[O-])C2=O)c1
 : 0	15	-4	4	-1	-4	11	-6	-3	6	5
(15) CCOC(=O)N1CCC(NC(=O)c2cc3c(=O)[nH]c4ccccc4c3n2C)CC1
 : 11	-4	-19	2	-1	5	14	-2	-15	15	-2
(16) Cc1c(Br)c([N+](=O)[O-])nn1C(C)C(=O)NCC1CCCO1 (stereo not given)
 : 12	1	6	-2	-12	0	-3	6	-6	18	13
(17) COc1ccccc1NC(=O)C(CC(C)C)NC(=O)C1CCCCC1 (stereo not given)
 : 15	-3	13	3	4	-2	-3	-4	-18	2	3
(18) Cc1cccc(N(CC(=O)NCc2ccco2)C(=O)CCC(=O)Nc2ccccn2)c1
 : -5	-16	-7	12	-7	-5	8	-3	9	-15	5
(19) C=CCn1c(SCc2cc(C(=O)OC)c(C)o2)nnc1-c1ccncc1
 : 5	-8	3	7	1	-4	-8	-1	12	10	5
(20) Cc1nc(NC(=O)c2ccccc2)sc1-c1csc(NCCc2ccccc2)n1
 : -38	-30	-33	-12	-4	4	54*	1	-19	-44	-62
(21) Cc1ccc(/C=C/S(=O)(=O)Nc2ccc(C)cc2)cc1
 : -7	-7	-42	-3	-12	-6	4	7	-12	23	5
(22) CN(C)CCCN(C(=O)c1cccc(N2C(=O)CCC2=O)c1)c1nc2cc3c(cc2s1)OCO3
 : 12	11	4	1	-3	2	-19	4	-4	16	4
(23) O=[N+]([O-])c1ccc(N/N=C/c2cn(-c3ccccc3)nc2-c2ccccc2)cc1
 : -24	-6	-7	6	10	14	-8	-3	-7	-24	0
(24) CN(Cc1nc2ccccc2c(=O)[nH]1)C(=O)c1ccccc1OCc1ccc(Cl)cc1
 : -7	9	4	-2	4	-7	-7	-3	16	-10	-34
(25) COc1ccc2nc(N3C(=O)CC(C(C)c4ccccc4)C3=O)sc2c1 (stereo not given)
 : -11	12	23	6	5	-4	0	1	-8	17	-7
(26) CCCCOC(=O)Nc1nccs1
 : -24	-26	-10	2	-12	5	0	0	-10	-21	-8
(27) Cc1ccccc1OCCNc1cc(N2CC(C)NC(C)C2)ccc1[N+](=O)[O-] (stereo not given)
 : -20	-9	-22	22	-4	11	-31	-5	-27	0	6
(28) O=C(CCNC(=O)c1ccc(Cl)cc1)Nc1ccccc1N1CCCC1
 : -6	-16	-6	-6	-1	-2	10	-8	19	14	6
(29) CC(C)c1nc(C#N)c(N2CCOCC2)o1
 : -3	-1	-28	3	3	12	-2	1	1	14	12
(30) O=C(c1ccccc1Cl)N1CCn2c1nc1ccccc12
 : 9	-4	4	-2	-14	4	18	-2	10	11	15
(31) CCSc1nnc(-c2ccc(S(=O)(=O)N3CCCC3)cc2)n1C
 : 5	1	-8	2	-3	-3	0	-4	6	3	-11
(32) CC(C)CNC(=O)c1ccccc1NC(=O)c1ccc(CSc2ccccc2)cc1
 : -12	-29	-13	-7	0	1	-4	2	-21	0	-5
(33) COc1ccc(C(=O)NCCc2nnc3ccc(SCC(=O)Nc4cc(C)on4)nn23)cc1
 : 12	-1	7	0	7	-5	2	6	1	12	6
(34) O=C(NCC1CCCO1)c1ccc2c(=O)n(CC3CCCO3)c(=S)[nH]c2c1 (stereo not given)
 : 7	1	-5	4	-2	2	-13	-2	4	20	4
(35) CCC(=O)c1ccc(OCC(=O)OCC(=O)Nc2sccc2C(N)=O)cc1
 : 31	-47	-1	4	-15	8	5	-2	5	16	7
(36) COC(=O)c1cc(NC(=O)c2cccnc2)cc(C(=O)OC)c1
 : -27	-5	-10	-6	-18	2	-4	15	15	-21	21
(37) Cc1cccc(C)c1OCCN1CCOCC1
 : 3	-22	-22	1	-15	-9	-1	-6	-6	2	-1
(38) Cc1cc(C)nc(/N=c2/ssnc2Cl)c1
 : -11	-2	-20	-27	-7	-2	-1	82*	26	13	31
(39) COc1ccc(C(C)=O)cc1COc1cccc2cccnc12
 : -19	14	-39	14	-7	-4	10	-4	-9	9	3
(40) O=C(Cc1ccc(F)cc1)N/N=C/c1ccc(-c2ccc(Cl)c(C(=O)O)c2)o1
 : 11	3	-10	-3	3	1	-5	-4	-2	10	-6
(41) CCOC(=O)NC(=O)COC(=O)c1ccc(O)cc1
 : -2	2	6	-2	17	5	14	-1	4	21	11
(42) COc1cccc(N2CCN(C(=O)c3cc4c(s3)-c3ccccc3OC4)CC2)c1
 : 30	5	7	-1	0	3	17	3	0	14	-8
(43) CCc1cccc(C)c1N=Cc1c(O)c2ccccc2oc1=O
 : -13	-2	-2	-2	-7	-4	16	-1	12	3	3
(44) N#C/C(=C\c1ccc(OC(=O)c2ccc(Br)s2)cc1)c1nc2ccccc2[nH]1
 : -14	-28	-21	9	4	3	-20	-4	1	-12	-18
(45) O=C(COC(=O)c1cccnc1Cl)c1ccc(Cl)s1
 : -33	-2	-16	-2	-10	-4	8	-2	-14	16	9
(46) COc1ccc(CCC(=O)Nc2nc(C)c(C(=O)N(C)C)s2)cc1
 : 13	-25	-7	-3	-6	-8	-12	-1	-2	11	0
(47) CS(=O)(=O)N1CCN(c2ccccc2NC(=O)c2ccc3c(c2)OCCO3)CC1
 : 0	-6	6	5	11	-4	37	16	-7	11	28
(48) CCOC(=O)C1CCN(C(=O)CN2C(=O)CSc3ccc(S(=O)(=O)N4CCOCC4)cc32)CC1
 : -32	-8	7	-2	-4	-3	11	6	6	14	-11
(49) Cn1sc(=O)c2cc(S(=O)(=O)NC3CC3)ccc21
 : -4	2	-16	43*	-5	nt	10	100*	-14	4	9
(50) Cc1cccc(C(=O)Nc2nnc(-c3ccncc3)o2)c1
 : -11	9	23	-5	-11	4	-2	0	7	13	6
(51) CC1Sc2ccc(S(=O)(=O)NCCc3ccc(S(N)(=O)=O)cc3)cc2NC1=O (stereo not given)
 : 13	-22	4	-4	-3	-3	-1	0	-5	-8	-1
(52) COCCn1c(SCC(=O)Nc2cc(C)on2)nc2c(c1=O)SCC2
 : -4	12	29	-1	-15	-3	-8	10	-5	12	8
(53) O=C1Nc2cc(Cl)c(Cl)cc2N(O)N1c1cc(Cl)cc(Cl)c1
 : 3	12	6	10	-5	-4	-4	-3	25	4	-9
(54) COc1cc(S(=O)(=O)NCc2cccnc2)c(OC)cc1Br
 : 50*	2	-51	9	-6	1	9	0	-6	-20	-2
(55) COc1ccc(C(=O)OC(C)C(=O)NC(C)CCc2ccccc2)cc1OC (stereo not given)
 : 10	-8	0	-4	0	-6	-6	-2	-3	0	4
(56) COc1cc(CCCN2C(N)=NC[C@H]2Cc2ccc(O)cc2)cc(OC)c1OC
 : 7	5	-9	2	-11	6	-2	-1	-8	14	-2
(57) N#C/C(=N\Nc1cc(Cl)cc(Cl)c1)c1nnc2n1CCCCC2
 : 27	9	15	4	3	4	-31	-9	6	12	-5
(58) CCOC(=O)[C@H]1[C@H]2COc3ccc(Br)cc3[C@@H]2N2C(=O)[C@H](C)NC(=O)[C@@]12C
 : -9	3	-3	-6	-3	-3	-16	4	-11	-2	-34
(59) O=[N+]([O-])c1ccc(N2CCCC2)nc1N1CCCC1
 : 1	-3	19	0	-6	6	-9	1	8	14	48
(60) O=S1(=O)C[C@@H](N2CCC[C@@H]2CO)[C@H](COCc2ccccc2)N1
 : 2	0	-8	7	2	nt	41	-3	-10	13	-5

Next structures follow:
Second line of a record: TROY NFkB inh	SRC1 inh	NCOA2 inhibitor	ABHD5-PLIN5 inh	NOD2 RIPK2 PPI	TLR9-MyD88 inh	TWEAK-Fn14 inh	Exocytosis inh	NR2F2 inh	NCOA3 inh	LRH-1 inv ag
(61) N#Cc1c2n(c(=S)n(-c3ccc(OC(F)F)cc3)c1=O)CCCCC2
 : -21	12	-5	8	-3	-2	11	3	4	-17	17
(62) CCN(c1ccccc1)S(=O)(=O)c1cc(C(=O)Oc2ccc3c(C)cc(=O)oc3c2)ccc1C
 : 4	-10	-39	6	-1	-12	1	-1	4	-6	18
(63) CC(=O)N(c1cccc(Br)c1)C1C=CS(=O)(=O)C1 (stereo not given)
 : -1	-10	0	-10	5	3	2	7	26	2	-7
(64) CCN1CCC[C@H]1CNC(=O)c1c(OC)ccc(Br)c1OC
 : -1	-23	-10	2	-6	-3	6	5	3	-2	14
(65) COc1ccc(S(=O)(=O)NCCC(=O)NC2CCCCC2C)cc1[N+](=O)[O-] (stereo not given)
 : 14	4	-22	0	3	-6	2	-11	19	3	-13
(66) Cc1ccccc1N/C(=C(/C(Cl)=C(Cl)Cl)[N+](=O)[O-])n1nnc2ccccc21
 : -4	-13	1	-2	2	11	-13	-2	13	-4	19
(67) COc1cc(NC(=S)Nc2ccccn2)c(OC)cc1Cl
 : 5	0	-19	-10	-1	4	8	-1	-12	-5	-9
(68) CC1=CC(c2ccccc2)n2nnnc2N1 (stereo not given)
 : -17	12	-7	2	-4	4	12	2	-1	9	10
(69) CC1CCCC(NC(=O)CCNC(=O)c2ccc(Br)cc2)C1C (stereo not given)
 : -5	-32	-45	-3	-7	-16	-1	-7	-18	3	-3
(70) CC(C)CNC(=O)C(=O)N/N=C/c1cccs1
 : -32	-32	-14	0	-8	7	-1	-4	-20	-31	-63

An excerpt; the hit share may differ from the screen's.
